Tb PGK inh: blocks T. brucei phosphoglycerate kinase. P07378. PGK/GAPDH coupled, Kinase-Glo luminescence, 60 min. Potency, µM (top dose mostly 57.5 µM), without a hit: at the top dose activity change, negative = inhibition, actives largely listed as inhibitors. hit rate 0.043% among 380,000. AID 602233; note: % is set by controls: 0 for no effect and ±100 for the full control effect; nearly all actives have a fitted effect of over 60% in size
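Luminescent ATP detection (Kinase-Glo Plus) follows a 60-minute room-temperature incubation, with wells lacking PGK as controls. Buffer: 100 mM TEA (pH 7.6), 5 mM MgCl2, 0.01% Tween-20. Coupling enzyme GAPDH (100 nM final) supplies unstable 1,3-BPG in-well.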
G9a block: blocks human histone lysine methyltransferase G9a. G9a H3K9 monomethylation, AlphaScreen, 2 h. Potency, µM (titrated, usually from 102 µM), inactives show top-dose activity, negative = inhibition, usual class: inhibitors. hit rate 8.8% among 350,000. AID 504332; note: % is set by controls: 0 for no effect and ±100 for the full control effect; nearly all actives have a fitted effect of over 75% in size
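Chemiluminescent proximity detection of H3K9 monomethylation, read after 10 min bead incubation in the dark. Reaction: 20 nM G9a, 500 nM biotin-H3K9 peptide, 20 uM SAM cofactor, 2 h, room temperature, following 15 min enzyme-compound preincubation.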
JMJD2A Tudor: JMJD2A Tudor domain (human) inhibition; O75164; AlphaScreen JMJD2A-Tudor / H3K4me3 peptide binding; Potency, µM (series often up to 114 µM), without a hit: at the top dose activity change, negative = inhibition, hits mostly inhibitors; hit rate 4.4% among 390,000; note: % is set by controls: 0 for no effect and ±100 for the full control effect; nearly all actives have a fitted effect of over 50% in size
GLS inh: blocks human kidney-isoform glutaminase activity. GLS enzymatic activity, qHTS titration. Potency, µM (titrated, usually from 45.5 µM), for the others: at the highest dose activity change, negative = inhibition, actives largely listed as inhibitors. hit rate 0.21% among 410,000. AID 624170; note: % is set by controls: 0 for no effect and ±100 for the full control effect
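Human kidney-isoform GLS in 45 mM KH2PO4 pH 8.2, 0.02% Tween-20, with compound, started with 1mM L-Glutamine (added stock). Glutamate oxidase/HRP/Amplex red coupled fluorescence read at start and after 30 min at RT.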
BAZ2B inh: blocks human BAZ2B; AlphaScreen BAZ2B-H3K14Ac peptide displacement; Potency, µM (titrated, usually from 114 µM), for inactives: top-dose activity change, negative = inhibition, usual class: inhibitors; hit rate 4.4% among 360,000; AID 504333; note: % is set by controls: 0 for no effect and ±100 for the full control effect; nearly all actives have a fitted effect of over 60% in size
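BAZ2B (50 nM) with biotin-H3(5-23)K14Ac peptide (50 nM) in PBS pH 7.4, 0.01% Tween-20, preformed 30 min, then compound 30 min at room temperature; top concentration 110uM. AlphaScreen streptavidin donor/nickel chelate acceptor beads (10 ug/mL final), 20 min dark, signal read.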
Pol iota inh: inhibitors of human DNA polymerase iota; Pol iota fluorescent replication assay, 10 min; Q9UNA4; AID 588590; Potency, µM (top dose mostly 115 µM), without a hit: top-dose activity, negative = inhibition, actives largely listed as inhibitors; hit rate 1% among 390,000
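Fluorescent replication assay read twice, at 0 min and 10 min after adding 50 nM (final) substrate. Enzyme (10 nM) and compounds were first incubated 15 min at room temperature; enzyme-free buffer wells were negative controls.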
BLM helicase inh: inhibitors of human Bloom syndrome helicase BLM; P54132; recombinant BLM DNA unwinding, fluorescence dequenching; Potency, µM (doses to about 56.1 µM), for the others: at the top dose activity change, negative = inhibition, actives largely listed as inhibitors; hit rate 0.2% among 350,000;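 note: plate controls were vehicle for no effect and no enzyme for full effect; nearly all actives have a fitted effect of over 35% in size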
HP1b chromo inh: blocks HP1-beta chromodomain binding to methylated histone tails. AlphaScreen HP1-beta / biotin-H3K9me3 peptide binding. hit rate 0.56% among 390,000. Potency, µM (doses to about 114 µM), inactives show at the top dose activity change, negative = inhibition, usual class: inhibitors. P83916. AID 540317; note: nearly all actives have a fitted effect of over 70% in size; inactives centre near 23
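AlphaScreen: HP1-beta (50 nM) preformed 30 min with biotin-H3(1-18)K9me3 peptide (50 nM) in PBS pH 7.4, 0.01% Tween-20. Compound added for 30 min at RT, then streptavidin donor/nickel chelate acceptor beads (10 ug/mL) for 30 min.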
Pin1 inhibitor: inhibitors of human Pin1; Q13526; Pin1 FP peptide displacement, HiFluor488, 10 min; Potency, µM (top dose mostly 115 µM), inactives show at the top dose activity, negative = inhibition, actives largely listed as inhibitors; hit rate 0.009% among 390,000; AID 504891; active = well fitted inhibition curve with a large enough effect in the polarisation, with a control signal flat, not every such curve was filed as active; inconclusive = small, poorly fitted or top-dose-only effect, or effect the other way, or a change in a side signal; inactive = no such curve, though single readings can be large or run the other way; the % refers to the polarisation; note: % is set by controls: 0 for no effect and ±100 for the full control effect
Active calls of the source: *; i = inactive; ? = inconclusive; · = not tested or not shown; & = joins results of further samples; ! = not confirmed by another sample; [ ] = another dose, or the depositor's remark. Unless noted, calls come from the whole dose curve; as a rule, active = well fitted curve in the direction sought with a large enough effect; inconclusive = small, poorly fitted or top-dose-only effect, or another doubt; inactive = no such curve, though single readings can be large; an effect the other way counts as inactive or inconclusive. Potency is the fitted concentration of half-maximal effect.

SMILES	Tb PGK inh	G9a block	JMJD2A Tudor	GLS inh	BAZ2B inh	Pol iota inh	BLM helicase inh	HP1b chromo inh	Pin1 inhibitor
N#C/C(=C\c1ccc(O)cc1)C(=O)O	2%	·	-17%	26%	·	0%	4%	28%	-5%
CCC(C(=O)N1CCC2(CC1)OCCO2)c1ccccc1 (stereo not drawn)	i	-42%[59 µM]	-1%	0%	1%	?	7%	29%	-2%
CC(=O)N1CN2CN(C(C)=O)CC(C(=O)c3ccc(Br)cc3)(C2)C1	-5%	10%[59 µM]	-4%	5%	10%	6%	-1%	23%	0%
CCCc1nc2ccccc2c(=O)n1-c1cccc(OC)c1	-5%	25%	-3%	1%	5%	-2%	-2%	24%	3%
Cc1ccc(N2Cc3ccccc3C2=N)cc1[N+](=O)[O-]	-4%	5%	-1%	-1%	-6%	26%	-3%	32%	0%
CN1C(=O)C(=Cc2ccccc2OCc2ccc(Cl)cc2)C(=O)N(C)C1=O	-2%	-14%[59 µM]	4%	1%	9%	55%[activator]	-1%	24%	-2%
CCN(C(=O)COC(=O)Cc1ccccc1)c1c(N)n(Cc2ccccc2)c(=O)[nH]c1=O	-1%	15%[12.7 µM]	-12%	-8%	11%	7%	·	15%	0%
CCOP(=O)(Cc1cc(C(=O)CC)c(C)o1)OCC	-1%	8.9µM*	9%	-2%	-5%	41%	0%	55%[activator]	-11%
CCCCNC(=O)c1c(N)n(Cc2ccc3c(c2)OCO3)c2nc3ccccc3nc12	·	-1%	9%	-1%	-7%	57%[activator]	-8%	35%[activator]	30%
CCOP(=O)(OCC)C(NC(=O)Nc1ccc(C)c(Cl)c1)c1ccccc1 (stereo not drawn)	-8%	15%	-18%	4%	-3%	61%[activator]	-8%	-8%	0%
Cc1cc(OCC(=O)N2CCN(CC(=O)N3CCOCC3)CC2)c(C(C)C)cc1Cl	-13%	·	-26%	-2%	·	4%	·	26%	-6%
COc1ccc(S(=O)(=O)NCc2ccc(C(=O)N3CCC4(CC3)OCCO4)cc2)cc1	-4%	8%[59 µM]	-12%	-3%	7%	-12%	-1%	26%	1%
O=C(Cc1ccccc1)Oc1ccc(N2C(=O)CCC2=O)cc1	-2%	-34%	6%	-10%	1%	27%	2%	20%	-7%
c1ccc(C(OCCN2CCN(c3ncccn3)CC2)c2ccccc2)cc1	5%	·	-15%	14%	·	-4%	·	25%	1%
CCCc1cc(N2CCN(c3ccc(OC)cc3)CC2)n2cnnc2n1	2%	?	-25%	35%[activator]	?	-2%	3%	15%	3%
COc1ccc(C(=O)N2Cc3cnnn3-c3ccccc3C2C#N)cc1 (stereo not drawn)	-9%	·	-23%	3%	·	0%	·	13%	-1%
CC/C=C/CC(=O)N[C@@H](c1ccccc1)[C@@H](O)C(=O)O[C@H]1C[C@@]2(O)[C@@H](OC(=O)c3ccccc3)C3[C@](C)(C(=O)[C@H](OC(C)=O)C(=C1C)C2(C)C)[C@@H](O)C[C@H]1OC[C@@]31OC(C)=O (stereo partly drawn)	-1%	0%[12.7 µM]	?	0%	-5%	5%	-6%	-3%	3%
CN1CC=C(c2c[nH]c3ccccc23)CC1	-4%	7%[59 µM]	-16%	16%	5%	-6%	31%[activator]	13%	-2%
NCC(O)c1ccc(O)cc1 (stereo not drawn)	0%	25%[12.7 µM]	-16%	23%&50%	-25%	-13%	-5%&-15%&-7%&-4%	29%	6%
C=C(C)[C@H]1Cc2c(ccc3c2O[C@@H]2COc4cc(OC)c(OC)cc4[C@@H]2C3=O)O1	·	10%[12.7 µM]	·	-13%	·	?	-7%&-6%	·	·
CSc1ccccc1C(=O)C1CCCN(Cc2cccc(C)n2)C1 (stereo not drawn)	i	0%	-14%	0%	-24%	20%	1%	25%	0%
Cc1ncc(CNC(=O)N(CCCl)N=O)c(N)n1	3%	17µM*!	-34%	0%&2%	-10%	?	4%	24%	0%
CC(=O)OCC(=O)C1CCC2C3CC=C4CC(O)CCC4(C)C3CCC12C (stereo not drawn)	i	-21%[59 µM]	-25%	2%	8%	21%	·	51%[activator]	-2%
COC(=O)C1=C(N)Oc2c(c(=O)oc3ccccc23)[C@]12C(=O)N(C)c1ccccc12	-5%	?	-13%	-4%	5%	-8%	-8%	34%	0%
CCS(=O)(=O)N1CCCC(C(=O)N2CCC3(CC2)OCCO3)C1 (stereo not drawn)	-4%	28%[0.501 µM]	-9%	6%	-3%	12%	-3%	18%	-4%
Later entries:
SMILES	Tb PGK inh	G9a block	JMJD2A Tudor	GLS inh	BAZ2B inh	Pol iota inh	BLM helicase inh	HP1b chromo inh	Pin1 inhibitor
COc1ccccc1N1C(=O)NC(=O)/C(=C/c2ccc([N+](=O)[O-])s2)C1=O	-15%	8.9µM*	56µM*	-4%	35µM*	?	-14%	?	·
COC(=O)C1=C(c2cccc(OC)c2OC)C[C@@H]2CC[C@H]1N2C(=O)NC(C)C	4%	·	-18%	19%	·	43%[activator]	·	25%	0%
COc1ccc(OC)c(C2=NOC(C(=O)N3CCC4(CC3)OCCO4)C2)c1 (stereo not drawn)	-1%	-2%[12.7 µM]	25µM*	0%	7%	?	1%	-1%	-2%
Cc1ccc(-c2cc(C(=O)N3CCC4(CC3)OCCO4)no2)cc1	-8%	-1%	-1%	-3%	1%	151%[activator]	1%	12%	-2%
COc1ccc2nc3oc(C(=O)N4CCC5(CC4)OCCO5)cc3cc2c1	-7%	2%	-13%	6%	-13%	-7%	-3%	26%	-6%
COC(=O)C1=C(c2ccc(F)cc2F)C[C@@H]2CC[C@H]1N2C(=O)NCCOc1ccc(OC)cc1	6%	32%[2.33 µM]	-18%	2%	5%	8%	·	21%	-8%
C=CCN1C(=O)c2ccccc2Sc2ccc(C(=O)N3CCC4(CC3)OCCO4)cc21	-1%	61%[activator][59 µM]	-1%	0%	-7%	16%	-2%	25%	-4%
COc1cc([C@@H]2c3cc4c(cc3[C@@H](O)C3COC(=O)C32)OCO4)cc(OC)c1O (stereo partly drawn)	·	·	-12%	-13%	·	10%	·	29%	47%[activator]
Fc1cccc(F)c1CN1CCN(c2ccc(Cl)cc2)CC1	i	13%	-18%	-10%	-7%	141%[activator]	-6%	-1%	-1%
CCOP(=O)(OCC)C(NS(=O)(=O)c1ccccc1)C(Cl)(Cl)Cl (stereo not drawn)	8%	?	4%	6%	-32%	-7%	-9%	7%	3%
CN(C)c1ccc(Cc2ccc(N(C)C)cc2)cc1	-5%	·	25µM*	28%	·	-7%	·	20µM*	5%
S=C(N1CCCCCC1)N1CC1	0%	·	-6%	-2%	·	95%[activator]	·	13%	3%
COc1ccc(C(=O)Nc2ccc(S(=O)(=O)N(Cc3ccccc3)c3ccccc3)cc2)cc1	i	-5%[59 µM]	-21%	0%	-13%	4%	-9%	26%	17%
Cc1ccc(O)c(CN2CCN(c3ccccc3)CC2)c1	-4%	1%[12.7 µM]	-15%	4%	-7%	2%	-5%	29%	-4%
COc1cc2c(c(OC)c1OC)-c1ccc(OC)c(=O)cc1C(NC(C)=O)CC2 (stereo not drawn)	i	-4%	-7%	-1%	6%	1%	-5%&-9%	33%	-3%
CC(c1ccc(F)cc1)n1cc(C(=O)NCc2ccc3c(c2)OCO3)nn1 (stereo not drawn)	6%	15%	2%	7%	5%	17%	-4%	43%	5%
CNC(=O)Oc1cc2c(cc1C(C)(C)C)CCC2	-8%	·	-11%	-14%	·	-1%	·	27%	2%
COP(=O)(OC)c1nc(-c2cccc3ccccc23)oc1N1CCOCC1	4%	9%[59 µM]	2%	3%	-4%	168%[activator]	5%	10%	0%
CN(C(=O)Oc1ccc(F)cc1)c1ccccc1	-2%	13%	8%	-6%	-5%	104%[activator]	-2%	29%	1%
CCCCNC(=O)Nc1ccc(C(O)(C(=O)OC)C(F)(F)F)cc1 (stereo not drawn)	3%	15%	1%	17%	4%	-2%	-1%	12%	0%
C[C@]12CC[C@@H]3c4cc(O)c(O)cc4CC[C@H]3[C@@H]1CC[C@@H]2O	-2%	8.9µM*	13µM*	8.9µM*	?	-22%	-4%	?	3%
CN1C(=O)N(C)C(=O)C2(Cc3ccccc3N3CCCC32)C1=O (stereo not drawn)	-10%	11%[12.7 µM]	-20%	11%	-6%	-4%	0%	27%	-18%
CSc1cccc(NC(=O)C2CCN(C(=O)c3cnn(-c4ccccc4)c3-n3cccc3)CC2)c1	1%	?	-34%	-3%	?	-1%	-10%	2%	10%
Cc1cccc(Cn2cc(C=O)c3ccccc32)c1	-4%	22%	14%	-4%	102%[activator]	8%	-5%	53%[activator]	-3%
COc1cc2c(cc1OC)C(C(=O)NC(C)C)C1CCCCN1C2=O (stereo not drawn)	6%	-2%[12.7 µM]	2%	-7%	-5%	65%[activator]	-4%	13%	-7%
O=C(c1ccco1)c1cn(Cc2ccccc2Cl)c2ccccc12	15%	-9%	-27%	-8%	-8%	-5%	-10%	4%	38%[activator]
CC[N+](CC)(CC)CCCCCCCCCC[N+](CC)(CC)CC	-9%	3%	-8%	-8%	6%	21%	0%	29%	-3%
Cc1sc2ncnc(SCC(=O)Nc3ccc(S(=O)(=O)N4CCOCC4)cc3)c2c1C	i	·	-10%	-24%	·	-2%	·	3%[57 µM]	?
O=C(Nc1ccccc1OC(=O)N1CCOCC1)N1CCOCC1	-8%	-9%[59 µM]	-9%	6%	4%	32%[activator]	-2%	33%	-1%
CC[C@H]1CC2CN3CCc4c([nH]c5cc(OC)ccc45)[C@](C(=O)OC)(C2)[C@H]13	0%	·	40µM*	-7%	·	-5%	·	-27%	1%

Quoted from above, 3 compounds:
SMILES	Tb PGK inh	G9a block	JMJD2A Tudor	GLS inh	BAZ2B inh	Pol iota inh	BLM helicase inh	HP1b chromo inh	Pin1 inhibitor
Cc1sc2ncnc(SCC(=O)Nc3ccc(S(=O)(=O)N4CCOCC4)cc3)c2c1C	i	·	-10%	-24%	·	-2%	·	3%[57 µM]	?
O=C(Nc1ccccc1OC(=O)N1CCOCC1)N1CCOCC1	-8%	-9%[59 µM]	-9%	6%	4%	32%[activator]	-2%	33%	-1%
CC[C@H]1CC2CN3CCc4c([nH]c5cc(OC)ccc45)[C@](C(=O)OC)(C2)[C@H]13	0%	·	40µM*	-7%	·	-5%	·	-27%	1%

Not all compounds are listed, so the mix of outcomes need not match the whole.
